GSK3 alpha inh: blockers of GSK3A enzyme activity – biochemical, luminescence, cell-free homogeneous, HTS, primary screen; Glycogen synthase kinase-3 alpha (Homo sapiens), P49840; GSK-3 alpha kinase, ADP-Glo luminescence, 60 min; inhibition, % at 10 µM; 0.1% of 320,000 active; AID 2650, 2010;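 in the data active = inhibition above about 50%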;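 note: GST-tagged GSK-3 alpha with peptide substrate and 25 µM ATP; 0% = DMSO neutral wells and 100% = GW8510 positive control wells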
Target sequence (P49840 whole entry, looked up): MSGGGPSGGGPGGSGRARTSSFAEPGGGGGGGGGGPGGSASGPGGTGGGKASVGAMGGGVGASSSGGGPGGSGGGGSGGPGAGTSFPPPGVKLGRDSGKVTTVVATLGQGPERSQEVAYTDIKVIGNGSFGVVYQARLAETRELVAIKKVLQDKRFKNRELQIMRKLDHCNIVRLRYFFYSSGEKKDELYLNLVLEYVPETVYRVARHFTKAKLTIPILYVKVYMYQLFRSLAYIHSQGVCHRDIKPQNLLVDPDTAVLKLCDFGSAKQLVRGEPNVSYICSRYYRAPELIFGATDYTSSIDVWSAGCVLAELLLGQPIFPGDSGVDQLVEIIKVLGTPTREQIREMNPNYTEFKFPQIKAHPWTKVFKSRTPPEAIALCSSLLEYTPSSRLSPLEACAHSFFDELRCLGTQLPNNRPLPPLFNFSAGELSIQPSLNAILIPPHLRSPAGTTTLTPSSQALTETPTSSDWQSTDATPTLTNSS
GSK3beta inhib: human GSK3beta kinase inhibitors, primary screen, biochemical, cell-free homogeneous, HTS; GST-GSK3beta kinase, ADP-Glo luminescence, 60 min; hits give low values; activity score (negative = inhibition), % at 10 µM; AID 2097, 2009; 0.038% of 300,000 active;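 active = more than half of replicate wells score below -50%, meaning over 50% inhibition versus plate controls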;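 note: 0% = median DMSO wells and -100% = median GW8510 positive control wells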
Target sequence (P49841 whole entry, looked up): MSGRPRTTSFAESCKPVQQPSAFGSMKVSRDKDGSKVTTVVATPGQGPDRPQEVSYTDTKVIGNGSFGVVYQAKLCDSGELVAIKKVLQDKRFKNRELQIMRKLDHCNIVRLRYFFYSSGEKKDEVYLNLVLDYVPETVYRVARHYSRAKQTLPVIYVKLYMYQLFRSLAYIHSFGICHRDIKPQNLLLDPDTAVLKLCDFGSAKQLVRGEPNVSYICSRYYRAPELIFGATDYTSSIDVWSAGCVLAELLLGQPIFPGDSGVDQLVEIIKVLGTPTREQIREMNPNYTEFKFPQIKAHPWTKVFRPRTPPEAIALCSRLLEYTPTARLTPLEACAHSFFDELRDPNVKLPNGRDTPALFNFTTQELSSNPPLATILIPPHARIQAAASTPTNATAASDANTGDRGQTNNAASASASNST
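Test system – GST-tagged human GSK3beta kinase, cell-free · Incubation – 60 min enzyme reaction, room temperature · Signal – ADP-Glo luminescence · Also added – peptide substrate and ATP at 25 µM · Controls – DMSO neutral wells and GW8510 at 20 µM as positive · Buffer or medium – Tris/MgCl2 kinase buffer · Measure – Luminescence-derived activity versus plate DMSO and GW8510 wells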
HIF activator: HIF pathway transcriptional activators, primary screen, cell-based, U2OS HRE-luciferase, luminescence | U2OS HRE-luciferase reporter; normalized: DMSO 0%, desferrioxamine 100% | 0.32% of 300,000 active | activation, % at 7.5 µM (by protocol) | AID 1910, 2009;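 active = mean activation of at least 10% of the iron chelator positive control signal, with at least half of replicates also reaching 10%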
HSF1 activator: HSF-1 activators, primary screen, NIH3T3-HGL cells, MG132 stress, luminescence, single point; NIH3T3-HGL HSF-1 luciferase reporter, 8 h; 100% = twice DMSO control signal; activation, % at 9 µM; 1.7% of 300,000 active; AID 504408, 2011;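 active = mean replicate activation of at least 50% with a set share of replicates each reaching 50%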;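 note: 0% = median of the neutral control wells and 100% = twice that signal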
AI-2 QS modul: Vibrio harveyi AI-2 quorum sensing modulators, primary screen, JMH597 strain, luminescence/OD600 ratio; Vibrio harveyi JMH597 AI-2 luminescence/OD600 ratio, 9 h; hits give low values; strain lacks LuxN and CqsS sensors; 0 = neutral-control median; activity change, % at 7.5 µM; 0.4% of 300,000 active; in the data active = activity change below about -75%, passing the limit was not always enough;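 note: luminescence divided by OD600 gain over 9 h not by final OD600 alone; inactives centre near 13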
KLF5 inh: KLF5 expression inhibitors, primary screen, DLD-1 cells, luminescence; DLD-1 KLF5 promoter-luciferase reporter; inhibition, % at 5 µM; 0.23% of 290,000 active; AID 1700, 2009;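 active = inhibition above a per-plate limit of that plate's mean compound inhibition plus 3 SD, cut at about 60% in these data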;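 note: 0% = DMSO wells and 100% = LY294002 at 200 µM; higher means less KLF5 promoter-driven luciferase light; inactives centre near -14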
IEC-6 tox: cytotoxicity in IEC-6 intestinal epithelial cells, primary screen, cytotoxicity control for KLF5 inhibitor project, cell-based, luminescence; inhibition, % at 5 µM; IEC-6 cytotoxicity, luminescence viability; AID 1825, 2009; 0.78% of 290,000 active; in the data active = inhibition above about 22%;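 note: 0% = plate median of test compound wells and 100% = cytotoxic reference compound wells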
HSP90 refold inh: HSP90 inhibitors, primary screen, cell lysate, luminescence | Heat shock protein HSP 90 (rabbit reticulocyte lysate; luciferase refolding) | inhibition, % at 5.6 µM | AID 1789, 2009 | 0.91% of 290,000 active | Rabbit reticulocyte lysate, luciferase refolding luminescence, 3 h;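 active = inhibition above the screen-wide mean plus 3 SD, computed separately per campaign, cut at about 16% in these data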;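 note: 0% = DMSO wells and 100% = 60 µM geldanamycin wells; inhibitors lower the luminescence because luciferase stays unfolded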
HSF1 inhib: HSF1 inhibitors in luciferase reporter cells, primary screen, cell-based, NIH3T3, luminescence. AID 2098, 2009. 0.77% of 300,000 active. NIH3T3-HGL HSE-luciferase, MG132-induced, luminescence 8 h; hits give low values. activity change, negative = inhibition, % at 7.5 µM (by protocol);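 active = more than half of replicate wells show activity change below -50%, luminescence cut by over half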;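 note: luciferase reports HSF-1 transcriptional activity via heat shock element; 0% = median of DMSO wells and -100% = zero luminescence signal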
aSyn UTR inh: MLPCN primary screen, SNCA 5' untranslated region | alpha-synuclein 5'UTR reporter, inhibitor activity | inhibition, % (tested at 7.5 µM) | AID 1813, 2009 | 0.82% of 300,000 active; in the data active = inhibition above about 60%;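 note: H4 neuroglioblastoma cells stably carrying SNCA 5'UTR luciferase fusion; 0% = DMSO wells and 100% = positive control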
Active calls of the source: *; nt = not tested or not shown.

SMILES | GSK3 alpha inh | GSK3beta inhib | HIF activator | HSF1 activator | AI-2 QS modul | KLF5 inh | IEC-6 tox | HSP90 refold inh | HSF1 inhib | aSyn UTR inh
COc1ccc(CCNC(=O)c2cc(-c3ccccc3)c(N3CCOCC3)s2)cc1OC | 0 | 3 | 0.1 | 39 | 17 | nt | nt | nt | 15 | 3
COc1cc2oc3cc(C)oc(=O)c3c2cc1OC | -1 | -6 | 0.9 | 5 | 16 | -30 | 5 | 0 | -1 | -17
C[C@H](c1ccccc1)n1nnc(COCc2ccccc2)c1C#CCOCc1ccccc1 | -2 | 1 | -0.1 | -14 | 25 | nt | nt | nt | 7 | 33
O=C(Cc1ccccc1)Nc1ccc(NC(=O)c2ccccc2)c(Cl)c1 | -3 | -3 | 0.8 | 0 | 31 | -15 | -2 | -2 | 2 | -19
CC(C)c1ccc(S(=O)(=O)c2cc3cc(Br)ccc3oc2=O)cc1 | 0 | 0 | 0.2 | 33 | -32 | 7 | -4 | -1 | -2 | -63
COc1ccc(C(=O)NCCSCc2ccc(C)cc2)cc1 | -1 | -4 | -0.1 | 4 | 12 | -11 | -8 | 0 | 3 | -20
CC(=O)c1ccc(NS(=O)(=O)c2ccc(C)cc2)cc1 | -25 | 3 | -0.8 | -46 | 65 | -84 | 0 | -5 | -32 | -5
Cc1cc(NS(=O)(=O)c2ccccc2)c(C)c(Cl)c1O | -3 | 3 | -1.2 | -35 | 11 | nt | nt | nt | -15 | 26
Cc1ccc(S(=O)(=O)N2CCOC2CNC(=O)C(=O)NCCN(C)C)cc1 (stereo unspecified) | -1 | 0 | 0.0 | 0 | 9 | 6 | -8 | 1 | -7 | -2
O=C(C1CCCN(Cc2nc(-c3ccc(Cl)cc3)no2)C1)N1CCOCC1 (stereo unspecified) | 2 | 3 | -0.2 | -2 | 20 | -19 | 0 | -5 | 1 | 13
CC(C)NC(=S)NC(=O)/C=C/c1cccc2ccccc12 | 1 | -3 | -0.2 | -8 | 19 | 17 | 6 | 0 | -10 | -23
CC(C)n1nnnc1SCC(=O)N1CCN(C(=O)c2ccco2)CC1 | -5 | -6 | -0.5 | 0 | 20 | 7 | 0 | 1 | 1 | 7
Cc1c(C(=O)NCc2ccoc2)oc2ccc3c(c12)C(=O)CC(C)(C)O3 | 1 | -4 | 3.0 | 46 | 15 | -121 | -3 | -3 | 31 | -464
O=C(COC(=O)C1CCN(S(=O)(=O)c2ccc3c(c2)OCCO3)CC1)Nc1ccc(C(F)(F)F)cc1 | 5 | -2 | 0.0 | 0 | 34 | 1 | 0 | 0 | 1 | 13
O=C(C1CC1)N1CCc2[nH]c3ccccc3c2C1 | 1 | -2 | 0.4 | 15 | 27 | -43 | -3 | 6 | 0 | -12
O=C(NCC1(c2ccccc2)CCCC1)c1ccccc1 | 0 | 4 | -0.3 | -33 | 12 | -2 | 0 | -4 | -16 | -1
COc1ccc(-n2nc(C(=O)NCc3ccco3)c3ccccc3c2=O)cc1 | 5 | 4 | -0.4 | 6 | 16 | -4 | 1 | -3 | 1 | 3
CCN(CC)CCNC(=O)c1ccc(NC(=O)c2cn(-c3ccc(F)cc3)nc2-c2cccc(OC)c2)cc1 | 6 | nt | -41 | 35 | nt | 8 | -5 | 6 | -3 | 10
CCOC(=O)c1cc(-c2ccccc2)nn1CC1CC(c2cccnc2)=NO1 (stereo unspecified) | -1 | -3 | 0.0 | -16 | 0 | nt | nt | nt | -7 | 12
COc1ccc(N2Cc3ccc(OC)c(OC)c3C2=O)cc1 | -4 | 3 | 1.7 | 21 | 6 | -159 | 1 | 0 | 19 | -224
COc1cc(/C=C/c2nc3ccccc3c(=O)[nH]2)cc(Cl)c1O | 2 | nt | -0.5 | 6 | nt | -34 | 3 | -3 | 0 | -18
Cc1nc2sc(C(=O)OC(C)C)c(N)c2c(C)c1C | -1 | 0 | 2.2 | 28 | 20 | -31 | 0 | -3 | 19 | -190
CCN(CC)S(=O)(=O)c1cccc(C(=O)NC(Cc2c[nH]c3ccccc23)c2nnc3n2CCC3)c1 (stereo unspecified) | -1 | 0 | -0.3 | -4 | 35 | -8 | 0 | -3 | -4 | 1
Cc1cc(=O)[nH]c(SCC(=O)NC(C)C2CC3CCC2C3)c1C#N (stereo unspecified) | -3 | -4 | -0.7 | 17 | 5 | -12 | 0 | 0 | 4 | -4
CCOc1cc(/C=C(/NC(C)=O)C(=O)O)cc(Cl)c1OCc1cccc(Br)c1 | nt | 3 | 0.1 | -12 | 8 | -21 | 8 | 4 | -4 | -8
CCc1nnc(NC(=O)C2CC(=O)N(c3ccc(C)cc3)C2)s1 (stereo unspecified) | -1 | -1 | 0.5 | -20 | 61 | -25 | 2 | -1 | -6 | 8
COc1ccccc1C(=O)Nc1ccc2c(c1)nc1n2CCN(C2CCCCC2)C1 | nt | -2 | nt | 12 | 10 | -8 | 3 | 9 | 2 | -26
CN(C)S(=O)(=O)N1CCN(CC(=O)Nc2cc(Cl)ccc2Cl)CC1 | -2 | 1 | -0.4 | 4 | -3 | -51 | -3 | -2 | -1 | 17
NC(=O)c1c(NC(NC(=O)c2ccco2)(C(F)(F)F)C(F)(F)F)sc2c1CCCC2 | 6 | -2 | 0.0 | 17 | 21 | -12 | -1 | -4 | 5 | -15
O=C(CSc1ncc(-c2ccccc2)[nH]1)Nc1ccccc1F | -1 | 1 | 2.3 | 22 | 2 | -25 | 7 | 0 | 17 | -126
O=C(N/N=C/c1cc(Br)c(O)c(Br)c1)C1CC1 | 2 | 3 | -0.2 | 4 | 29 | 12 | 5 | -2 | -3 | -2
C=CCNC(=O)c1ccccc1CCc1ccccc1 | -1 | 2 | -0.5 | 4 | 11 | -8 | -5 | 2 | -5 | 22
CCOc1ccc(CCNC(=O)CCC(=O)Nc2ccc3nc(N4CCN(C)CC4)cc(C)c3c2)cc1OCC | -1 | 2 | 1.2 | 2 | -1 | -10 | 0 | 15 | -2 | 2
C1=CC2CC1CC2CN1CCN(Cc2ccccc2)CC1 (stereo unspecified) | 0 | -2 | -0.1 | 1 | 13 | -54 | 1 | 0 | 0 | 8
CCOc1ccc(C(=O)c2cnc3ccccc3c2N2CCN(CC)CC2)cc1 | nt | 3 | 0.1 | -11 | 23 | 1 | 3 | -2 | -4 | -9
O=C(COC(=O)c1ccc2c(c1)OCO2)NCc1ccc2c(c1)OCO2 | -2 | -9 | -0.4 | 7 | -1 | -31 | -7 | 4 | -8 | -7
CCn1c(=O)c([N+](=O)[O-])c(Cl)c2ccccc21 | -4 | -1 | 3.3 | 313* | 8 | 1 | 20 | 2 | 226 | -6
N#C/C(=C\c1cccc(O)c1)c1nc2ccccc2o1 | 5 | -3 | -0.5 | -25 | 27 | -5 | -4 | 2 | -5 | -13
O=C(COC(=O)CNC(=O)c1cccc([N+](=O)[O-])c1)Nc1cccc(S(=O)(=O)N2CCCC2)c1 | 0 | -1 | -0.3 | 9 | 12 | 7 | 7 | -5 | -4 | 9
CCOC(=O)Cc1csc(NC(=O)C2C3C=CC(C3)C2C(=O)O)n1 (stereo unspecified) | -1 | 3 | nt | nt | 10 | -22 | 1 | -2 | nt | nt
Cc1ccc(-c2nnc(SCC(=O)N3CCCc4ccccc43)n2N)cc1 | -4 | 1 | -0.2 | -3 | 27 | -15 | -2 | 0 | -4 | -2
COc1cccc(-c2nc(C(N)=O)c3[nH]c(=O)n(-c4ccccc4)c3n2)c1OC | 8 | -1 | -0.5 | -7 | 42 | -3 | 3 | -2 | -9 | 12
COC(=O)c1ccc(NS(=O)(=O)c2cc3c4c(c2)CCC(=O)N4CCC3)cc1 | 1 | 3 | -29 | 8 | 20 | nt | nt | nt | -3 | 11
COc1cccc(NC(=O)C2CCN(S(=O)(=O)c3ccccc3)CC2)c1 | -2 | -2 | -0.1 | -7 | 23 | 22 | 3 | -1 | -1 | 3
COc1ccc(CNC(=O)COC(=O)CO/N=C(\C)c2ccc3c(c2)OCO3)cc1 | -1 | 1 | -0.9 | -16 | 16 | nt | nt | nt | -4 | 4
CC(C)NC(=O)c1ccc(-c2cccc(C(F)(F)F)c2)o1 | -6 | -5 | 0.5 | -12 | 7 | -3 | -9 | 0 | -1 | -29
CSc1nc(N2CCN(C)CC2)c2c(c1C#N)CC(C)(C)OC2 | 6 | -1 | 0.1 | -2 | 2 | 9 | -1 | 2 | -5 | 25
S=C1N(c2ccccc2)C(c2ccccc2)N2CCCN12 (stereo unspecified) | -1 | -7 | -26 | 11 | 24 | -29 | 1 | -3 | -3 | -4

Molecules shown so far with an NH in an aromatic ring (six):
SMILES | GSK3 alpha inh | GSK3beta inhib | HIF activator | HSF1 activator | AI-2 QS modul | KLF5 inh | IEC-6 tox | HSP90 refold inh | HSF1 inhib | aSyn UTR inh
O=C(C1CC1)N1CCc2[nH]c3ccccc3c2C1 | 1 | -2 | 0.4 | 15 | 27 | -43 | -3 | 6 | 0 | -12
COc1cc(/C=C/c2nc3ccccc3c(=O)[nH]2)cc(Cl)c1O | 2 | nt | -0.5 | 6 | nt | -34 | 3 | -3 | 0 | -18
CCN(CC)S(=O)(=O)c1cccc(C(=O)NC(Cc2c[nH]c3ccccc23)c2nnc3n2CCC3)c1 (stereo unspecified) | -1 | 0 | -0.3 | -4 | 35 | -8 | 0 | -3 | -4 | 1
Cc1cc(=O)[nH]c(SCC(=O)NC(C)C2CC3CCC2C3)c1C#N (stereo unspecified) | -3 | -4 | -0.7 | 17 | 5 | -12 | 0 | 0 | 4 | -4
O=C(CSc1ncc(-c2ccccc2)[nH]1)Nc1ccccc1F | -1 | 1 | 2.3 | 22 | 2 | -25 | 7 | 0 | 17 | -126
COc1cccc(-c2nc(C(N)=O)c3[nH]c(=O)n(-c4ccccc4)c3n2)c1OC | 8 | -1 | -0.5 | -7 | 42 | -3 | 3 | -2 | -9 | 12

Two compounds from above with just aSyn UTR inh:
Molecule,aSyn UTR inh
COc1cccc(NC(=O)C2CCN(S(=O)(=O)c3ccccc3)CC2)c1,3
COc1ccc(CNC(=O)COC(=O)CO/N=C(\C)c2ccc3c(c2)OCO3)cc1,4

High-throughput results as filed in PubChem BioAssay.
